Screens as filed in PubChem BioAssay.
OX1R antag-1: OX1R (human) antagonism | O43613 | AID 485270 | 330,000 compounds, 1.8% hits | inhibition, % at 6.6 µM | OX1R-expressing cells, FRET antagonist read-out; in the data active = inhibition mostly above about 38%, no sharp cut-off; inactive = mostly below about 40%;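 also: 0% = agonist challenge alone and 100% = reference antagonist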
Target sequence (O43613 whole entry, looked up): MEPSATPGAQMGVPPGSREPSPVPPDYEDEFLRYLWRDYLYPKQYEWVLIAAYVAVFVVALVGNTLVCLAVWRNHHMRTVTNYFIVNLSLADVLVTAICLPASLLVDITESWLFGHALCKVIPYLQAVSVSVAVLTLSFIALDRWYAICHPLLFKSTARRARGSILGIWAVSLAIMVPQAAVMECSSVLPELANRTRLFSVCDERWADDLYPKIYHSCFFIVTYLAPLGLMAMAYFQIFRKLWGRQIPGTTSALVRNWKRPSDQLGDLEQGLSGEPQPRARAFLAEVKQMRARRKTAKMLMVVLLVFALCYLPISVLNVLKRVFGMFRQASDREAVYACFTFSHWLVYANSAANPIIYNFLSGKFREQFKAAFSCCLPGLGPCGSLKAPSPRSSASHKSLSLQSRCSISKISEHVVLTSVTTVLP
OX1R antag-2: blocks the human orexin 1 receptor; 330,000 compounds, 0.43% hits; inhibition, % at 5 µM; O43613; AID 434989; CHO/OX1R cells, Fluo-8 calcium fluorescence, orexin A;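 active = inhibition above its plate's threshold, mean inhibition of all tested compounds on the plate plus 3 SD, cut at about 37% in these data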;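 also: 0% = orexin A challenge wells and 100% = SB-334867-A antagonist wells; not every result past the cut was called active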
* marks the source's active call; other numbers are inactive results.

Sample of the layout (16 entries):
SMILES | OX1R antag-1 | OX1R antag-2
O=C(O)c1ccc(Cl)c(S(=O)(=O)NC(Cc2ccccc2)C(=O)O)c1 (stereo unspecified) | 8 | -11
CC(=O)Nc1ccc(Nc2ncnc3ccccc23)cc1 | 5 | -16
COc1ccc(NC(=S)NC(NC(=O)c2ccc(Cl)cc2Cl)C(Cl)(Cl)Cl)c([N+](=O)[O-])c1 (stereo unspecified) | 26 | -2
CCC/C(O)=C1\C(=O)CCCC1=NC(C)C(=O)O (stereo unspecified) | 9 | 7
COc1ccccc1N1CCN(Cc2cc(=O)c(OCC(=O)NC(C)C)co2)CC1 | 13 | -16
Cc1cc2c([nH]c3ccccc32)c(C)n1 | 15 | -8
COc1ccc(CC(=O)Oc2ccccc2[N+](=O)[O-])cc1 | -1 | -7
O=C(NCC(=O)N(c1cccnc1)C(C(=O)NC1CCCCC1)c1cccnc1)c1ccco1 (stereo unspecified) | 12 | -22
CCN(CC)c1ccc(/C=N/NC(=O)OC)c(O)c1 | 26 | -7
CC(C)NC(=O)/C=C/C(=O)O | 8 | -12
O=C(NCc1ccc2c(c1)OCO2)C1CC(c2ccccc2O)=NO1 (stereo unspecified) | 5 | -24
CCn1c(=O)c(C(=O)NNC(=O)Cc2ccccc2)c(O)c2ccccc21 | 9 | -11
COc1ccc(C(=O)N(C)C2CCCN(Cc3ccccc3F)C2)cc1OC (stereo unspecified) | 18 | -6
CCc1nc(OCCN(CC)CC)c2oc3ccccc3c2n1 | 6 | -15
O=C(CSc1nc(-c2ccccc2)nc2ccc(F)cc12)Nc1ccc(C(=O)O)cc1 | 14 | 18
O=S(=O)(O)c1nnc2sc3ccccc3n12 | 4 | -7

The whole of this part, repeating the preview:
SMILES | OX1R antag-1 | OX1R antag-2
O=C(O)c1ccc(Cl)c(S(=O)(=O)NC(Cc2ccccc2)C(=O)O)c1 (stereo unspecified) | 8 | -11
CC(=O)Nc1ccc(Nc2ncnc3ccccc23)cc1 | 5 | -16
COc1ccc(NC(=S)NC(NC(=O)c2ccc(Cl)cc2Cl)C(Cl)(Cl)Cl)c([N+](=O)[O-])c1 (stereo unspecified) | 26 | -2
CCC/C(O)=C1\C(=O)CCCC1=NC(C)C(=O)O (stereo unspecified) | 9 | 7
COc1ccccc1N1CCN(Cc2cc(=O)c(OCC(=O)NC(C)C)co2)CC1 | 13 | -16
Cc1cc2c([nH]c3ccccc32)c(C)n1 | 15 | -8
COc1ccc(CC(=O)Oc2ccccc2[N+](=O)[O-])cc1 | -1 | -7
O=C(NCC(=O)N(c1cccnc1)C(C(=O)NC1CCCCC1)c1cccnc1)c1ccco1 (stereo unspecified) | 12 | -22
CCN(CC)c1ccc(/C=N/NC(=O)OC)c(O)c1 | 26 | -7
CC(C)NC(=O)/C=C/C(=O)O | 8 | -12
O=C(NCc1ccc2c(c1)OCO2)C1CC(c2ccccc2O)=NO1 (stereo unspecified) | 5 | -24
CCn1c(=O)c(C(=O)NNC(=O)Cc2ccccc2)c(O)c2ccccc21 | 9 | -11
COc1ccc(C(=O)N(C)C2CCCN(Cc3ccccc3F)C2)cc1OC (stereo unspecified) | 18 | -6
CCc1nc(OCCN(CC)CC)c2oc3ccccc3c2n1 | 6 | -15
O=C(CSc1nc(-c2ccccc2)nc2ccc(F)cc12)Nc1ccc(C(=O)O)cc1 | 14 | 18
O=S(=O)(O)c1nnc2sc3ccccc3n12 | 4 | -7
CC(C)c1nnc(NC(=O)CCS(=O)(=O)c2ccccc2)s1 | 28 | -8
CCCN(CC(=O)Nc1ccccc1C)C(=O)c1ccc(S(=O)(=O)N2CCCCC2)cc1 | -2 | -20
CC1CCCN(C(=O)CSc2nnc(-c3c[nH]c4ccccc34)o2)C1 (stereo unspecified) | 56 | -24
CC(=O)Nc1ccc(Nc2c([N+](=O)[O-])cc(S(C)(=O)=O)cc2[N+](=O)[O-])cc1 | 98* | -12
CS(=O)(=O)c1ccc(Cl)c(NC(=O)C2CCCCN2S(=O)(=O)c2ccccc2)c1 (stereo unspecified) | 18 | 3
NS(=O)(=O)c1cc(C(=O)NCC2CCCCC2)ccc1Cl | 14 | -16
CCN(CC)c1ncnc2c1ncn2Cc1c(Cl)cccc1Cl | 20 | -41
CC(=O)N/N=C/c1cc(C(C)(C)C)cc(/C=N/NC(C)=O)c1O | 24 | -17
COc1cc(NC(=O)CSc2nc3[nH]ncc3c(=O)n2-c2ccc(Cl)cc2)cc(OC)c1 | 6 | -21
CC(=O)Nc1ccc(S(=O)(=O)Nc2ccc(NC(=O)c3ccco3)cc2)cc1 | 16 | -6
CCCOc1cccc(-c2nc3ccccc3c(=O)o2)c1 | 7 | -14
CN1CCN(S(=O)(=O)c2cccc(S(=O)(=O)c3ccc(Cl)c(Cl)c3)c2)CC1 | 0 | -16
CCc1ccc(N/C(N)=N/c2nc(CSc3ncccn3)cc(=O)[nH]2)cc1 | 18 | -27
O=C(OCc1ccc([N+](=O)[O-])cc1)C1CCN(S(=O)(=O)c2ccccc2)CC1 | 5 | -15
Cc1sc(N/N=C/c2ccco2)nc1-c1ccccc1 | 15 | -25
CCN(CC)CCCNC(=O)CC1Oc2ccc(C)cc2NC1=O (stereo unspecified) | 3 | 0
CC1CCN(S(=O)(=O)c2ccc3c(c2)c(=O)c(C(=O)N2CCOCC2)cn3C)CC1 | 13 | -7
CCCCN(C)C(=O)c1coc(=O)c2ccccc12 | 5 | -17
COc1ccc(CCN(C)C(=O)c2cncc(Br)c2)cc1OC | 21 | -6
COCC(=O)NNC(=S)Nc1cccc(C)c1C | 6 | 1
Cc1ccc(C)c(N2CCN(S(=O)(=O)c3ccc4c(c3)NC(=O)CO4)CC2)c1 | 12 | -18
Cc1cc([N+](=O)[O-])nn1CCCC(=O)NCc1ccc(F)cc1 | 27 | 2
CC(C)CCCN1CCN=C1N(C)C | 22 | -6
Oc1ccc(/C=N/n2c(COc3ccccc3)n[nH]c2=S)c(O)c1 | -4 | 10
Cc1ccc(C(=O)c2c3ccccc3[n+]([O-])n2CCC(N)=O)cc1 | 36 | -7
O=C(CC1C(=O)NC2CCCCC2N1C(=O)c1ccc([N+](=O)[O-])cc1)Nc1ccccc1 (stereo unspecified) | 41 | -18
O=C1c2cccnc2C(=O)N1c1cccc(-c2nc3ccccc3o2)c1 | 31 | -22
c1ccc(OCc2nnc3sc(C4COc5ccccc5O4)nn23)cc1 (stereo unspecified) | 16 | -17
O=C1CC(c2cc(Br)ccc2F)c2cc3c(cc2N1)CCC3 (stereo unspecified) | 5 | -21
Cc1sc2nc(CSc3cccc(C(F)(F)F)c3)[nH]c(=O)c2c1C | 0 | -11
Cc1ccc(C(=O)COC(=O)CNS(=O)(=O)c2ccccc2)cc1[N+](=O)[O-] | 60 | -24
O=C(CSc1ccc2nnc(-c3cccc(F)c3)n2n1)NCC1CCCO1 (stereo unspecified) | 18 | -18
NC(=O)CSc1nc2sc3c(c2c2ncnn12)CCCC3 | 22 | -13
O=C(Cc1cccs1)Nc1ccon1 | 3 | -6
CCOC(=O)C1=C(C)NC(C)=C(C(=O)OC)C1c1ccco1 (stereo unspecified) | 8 | -7
CC1CCCCC1NC(=O)c1ccc2c(c1)[nH]c(=O)n2C1CCCC1 (stereo unspecified) | 8 | -13
Cc1cccc(C)c1NC(=O)c1cccc(C(=O)Nc2c(C)cccc2C)n1 | 4 | -16
CCOC(=O)c1c(C)[nH]c(C)c1C(=O)COC(=O)CSc1ccc(C)cc1 | 17 | 1
CCCCOC(=O)C1=C(C)NC2=C(C(=O)CCC2)C1c1cc(OC)ccc1OC (stereo unspecified) | 6 | -34
CC(=O)/C(C#N)=C1\NC(=O)C(Cc2ccc(C)c(Cl)c2)S1 (stereo unspecified) | 28 | 7
Cc1cc(N2CCN(C(c3ccccc3)c3ccccc3)CC2)n2ncnc2n1 | 5 | -23
N#C/C(=C\c1ccc(N2CCOCC2)o1)C(=O)Nc1ccc(O)cc1 | 61* | 12
O=C1c2oc3ccc(F)cc3c(=O)c2C(c2ccccc2)N1CC1CCCO1 (stereo unspecified) | 6 | -2
O=C(Nc1c2c(nn1-c1ccc(F)cc1)CSC2)c1ccc(S(=O)(=O)N2CCOCC2)cc1 | 2 | 6

Next records follow.
SMILES | OX1R antag-1 | OX1R antag-2
CC1SC(=Nc2ccccc2)N(S(=O)(=O)c2ccccc2)C1=O (stereo unspecified) | 12 | -8
Cc1cc(C(=O)NC2CCCN(Cc3ccccc3F)C2)no1 (stereo unspecified) | 3 | -14
CC(=O)N1CCN=C1SCc1ccccc1Cl | 6 | -17
O=C(C[n+]1ccsc1)c1ccccc1 | 13 | -7
COc1ccc(S(=O)(=O)Nc2ccccc2N2CCOCC2)cc1OC | 3 | -29
O=C(C1CCCN1S(=O)(=O)c1ccc(Cl)cc1)N1CCCCC1 (stereo unspecified) | 31 | -12
COc1ccc(C(=O)CSc2nnc(CNc3ccc(C)cc3C)o2)cc1 | 19 | 15
Cc1c(C(=O)NCC(C)C)sc2nc(-c3ccc(F)cc3)cn12 | 7 | -11
COc1ccc(CC(=O)NCc2n[nH]c(=S)n2-c2ccccc2OC)cc1 | 21 | -21
O=C(CCC1CCCCC1)Nc1ccccc1-c1ccccc1 | 9 | -33
CC1(C)CC(=O)C=C(N2CCOCC2)C1 | 16 | -10
C=CCNCc1ccc(C(=O)NCCCCCCC)cc1[N+](=O)[O-] | 30 | -13
O=C(NCCS(=O)(=O)N1CCN(c2ccc(F)cc2)CC1)C1CC(=O)N(c2ccccc2)C1 (stereo unspecified) | 0 | -20
CC(C)(C)OC(=O)NC(Cc1ccccc1)C(=O)NC(CSC1CCCCO1)C(=O)NN (stereo unspecified) | 2 | -21
CC(C)CC(C(=O)NC1CCCCC1)N(Cc1ccccc1)C(=O)c1snc(C(N)=O)c1N (stereo unspecified) | 22 | -33
Cc1cccc(-c2nnc(N)s2)c1 | 10 | -9
COc1ccccc1NC(=O)c1ccc(S(=O)(=O)N(C)C)cc1 | 16 | -14
CCN(CC)c1ccc(NC(=O)COc2ccc(-n3cnnn3)cc2)cc1 | 6 | -13
CC(=O)NCCN=C(C)c1sc2ccccc2c1O | 52 | 0
CCC(C)(C)NC(=O)CN(C(=O)CCC(=O)Nc1nccs1)c1ccc2c(c1)OCO2 | 11 | -17
CCn1c(-c2nn(-c3ccccc3)ccc2=O)n[nH]c1=S | 10 | -1
COc1cc(NS(=O)(=O)c2cc(C(=O)N3CCN(C(C)=O)CC3)ccc2OC)cc(OC)c1 | 11 | -16
CC(=O)O[C@H]1[C@H](O)[C@H](Oc2c(O)c(C)c3c4c2[C@@H](C)CC[C@@H]4[C@@H](C)C[C@H]3C=C(C)C)O[C@@H](C)[C@H]1O | -10 | 7
C=CCC[C@@H](Cc1ccc(F)cc1)C(=O)OC[C@@H](Cc1c[nH]c2ccccc12)NC(=O)[C@H](CC=C)CC(=O)N[C@H](CO)Cc1ccccc1 | 2 | 9
CCn1c(SCc2ccc(C#N)cc2)nnc1-c1cccc(Cl)c1 | 10 | -20
COC(=O)CSc1nnc(CNc2ccc(Cl)cc2)n1-c1ccccc1 | 11 | -19
CCn1c2ccccc2c2nnc(SCC(=O)NC3CCS(=O)(=O)C3)nc21 (stereo unspecified) | 26 | -9
CC1CCCC(C)N1C(=O)Cn1nnc(-c2ccccc2)n1 (stereo unspecified) | 6 | 2
CC(=O)N1c2ccccc2C(C)=CC1(C)C | 29 | -4
CC1CCC2(CC1)NC(=O)N(NC(=O)c1cccs1)C2=O (stereo unspecified) | 4 | 4
Cc1ccc(-c2cc(C(=O)N/N=C\c3cnn(C)c3C)c3ccccc3n2)cc1C | 23 | -26
O=C(OCCN1CCOCC1)c1ccc(OCCN2CCOCC2)cc1 | 8 | -8
COc1ccc(C)cc1NC(=O)CCN1CCN(c2ccccc2)CC1 | -1 | -25
Cc1csc2nc(CNC(=O)C3CCCCC3)cn12 | 6 | -25
c1csc(C2CCCN2c2nc3nonc3nc2NC2CC2)n1 (stereo unspecified) | 19 | -21
COc1ccc(OC)c(NC(=O)c2ccc(N3C(=O)C4CC=C(C)CC4C3=O)cc2)c1 (stereo unspecified) | -5 | -9
Cc1cccc(-c2noc(C3CCCCC3)n2)c1 | 7 | -8
COc1ccc(-n2nc3c(c2NC(=O)COc2cccc(OC)c2)CS(=O)(=O)C3)cc1 | 28 | -11
COc1ccc(C(=O)/C(C#N)=N/Nc2ccccc2[N+](=O)[O-])cc1 | 33 | 1
CC1CCCN(CCCNC(=O)c2cc3c(s2)-c2ccccc2OC3)C1 (stereo unspecified) | 7 | -6
CCc1ccc(NC(=O)CCC(=O)N2CCSc3ccccc32)cc1 | 17 | -24
CC(C)CN(C(=O)COC(=O)CCSc1ccc(F)cc1)c1c(N)n(Cc2ccccc2)c(=O)[nH]c1=O | 15 | -30
Cn1c(N/N=C/c2c[nH]c3ccccc23)nc2ccccc21 | 19 | -19
CCOc1ccc(OC(=O)c2cccc(S(=O)(=O)N3CCN(C)CC3)c2)cc1 | 12 | -10
O=C(CN1CCCCC1)N/N=C/c1ccc(Cl)cc1Cl | 6 | -16
CCCCc1c(C)nc(Nc2ccc(OC)cc2)[nH]c1=O | -2 | -13
Cc1ccc(NC(=O)C2CCN(S(=O)(=O)c3ccc4c(c3)NC(=O)C(C)S4)CC2)c(Cl)c1 (stereo unspecified) | -2 | -17
Cc1onc(-c2c(F)cccc2Cl)c1C(=O)Nc1nccs1 | 2 | -12
COc1ccc2c(c1)C1CC(C)(NC(=O)C1C(=O)c1ccccc1)O2 (stereo unspecified) | 25 | -40
CC1(C)Cc2cccc(Oc3ccc(S(=O)(=O)N4CCCCC4)cn3)c2O1 | 16 | -25
COC(=O)C1=C(C)N(C)C(=S)NC1c1cc(OC)ccc1OC (stereo unspecified) | 17 | -14
COc1ccccc1-c1c(C)nn2c(N3CCN(c4ccccc4OC)CC3)cc(C)nc12 | 6 | -16
CC(=O)Nc1ccc(NC(=O)Cn2c(-c3ccc(F)cc3)cnc2SCC(=O)Nc2c(C)cccc2C)cc1 | 15 | -16
